# NALP1 yeast inh: NALP1 inhibition; S. cerevisiae NALP1/ASC/caspase-1 growth, X-gal OD620, 72 h; inhibition, % at 10 µM; 280,000 tested, 0.61% active; in the data active = inhibition mostly above about 24%, no sharp cut-off; inactive = mostly below about 32%; also: some compounds called inactive have numbers as strong as hits
# PHOSPHO1 inh: PHOSPHO1 (human) inhibition; AID 1565; 290,000 tested, 1.1% active; inhibition, % at 13.3 µM; recombinant PHOSPHO1, absorbance phosphatase assay; in the data active = inhibition above about 60%
# Target sequence (Q8TCT1 whole entry, looked up): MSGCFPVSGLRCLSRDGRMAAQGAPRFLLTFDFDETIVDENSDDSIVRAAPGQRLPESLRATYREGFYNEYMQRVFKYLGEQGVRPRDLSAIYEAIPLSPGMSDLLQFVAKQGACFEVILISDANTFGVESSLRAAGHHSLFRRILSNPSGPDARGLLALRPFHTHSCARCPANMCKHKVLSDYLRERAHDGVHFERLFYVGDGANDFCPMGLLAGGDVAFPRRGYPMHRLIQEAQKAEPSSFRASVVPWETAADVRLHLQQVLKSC
# M18AAP inhibitor: blocks P. falciparum M18 aspartyl aminopeptidase. recombinant PfM18AAP, H-Glu-NHMec fluorogenic cleavage. inhibition, % at 7.35 µM. 290,000 tested, 1.2% active;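 active = inhibition above the campaign mean inhibition over all tested compounds plus 3 SD, cut at about 28% in these data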;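 also: 0% = plate median of test compound wells and 100% = 2 mM ZnCl2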
# p-CIP stab down: lowers stability of the mouse p/CIP coactivator protein | 290,000 tested, 0.01% active | decrease of EGFP signal, % at 10 µM | F442A p/CIP-EGFP cells, EGFP fluorescence, 16 h | Q05BA5;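 active = EGFP signal decrease of at least 30% at 10 µM or well 3 SD below plate mean, unless failing retest; inactive = the rest, including hits failing retest or dose response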; also: some compounds called inactive have numbers as strong as hits; many of its hits are not listed in these tables
# IDE cell activ: boosts human insulin-degrading enzyme activity in HEK cells | 340,000 tested, 0.073% active | P14735 | activation, % at 5.96 µM | AID 493087 | FAbeta-B cleavage, fluorescence polarization; 0% vehicle, 100% cell-free pure enzyme wells;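 active = activation above the mean of all tested compounds plus 3 SD, set per screening campaign, cut at about 17% in these data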
# GPR7 antag: blocks human GPR7 receptor signaling. AID 1861. inhibition, % at 4.4 µM. 290,000 tested, 1.1% active. GPR7-expressing cells, fluorescence antagonist assay. P48145; in the data active = inhibition above about 16%, passing the limit was not always enough;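 also: cells stimulated with the agonist NPW; 0% = agonist with vehicle and 100% = vehicle without agonist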
# Target sequence (P48145 whole entry, looked up): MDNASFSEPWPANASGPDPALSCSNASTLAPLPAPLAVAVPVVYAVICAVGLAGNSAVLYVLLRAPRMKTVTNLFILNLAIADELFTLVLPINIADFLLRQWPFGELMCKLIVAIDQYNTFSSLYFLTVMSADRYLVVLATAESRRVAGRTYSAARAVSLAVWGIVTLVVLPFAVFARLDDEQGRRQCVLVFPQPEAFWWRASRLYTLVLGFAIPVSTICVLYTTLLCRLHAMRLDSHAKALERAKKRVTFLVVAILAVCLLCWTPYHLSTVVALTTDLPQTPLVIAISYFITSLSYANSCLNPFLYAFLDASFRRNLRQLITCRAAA
# IMP-1 inh: blocks Pseudomonas aeruginosa IMP-1 metallo-beta-lactamase. purified IMP-1, nitrocefin hydrolysis, epi-absorbance fluorescence. AID 1556. inhibition, % at 5.6 µM. 290,000 tested, 0.45% active;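 active = inhibition above the mean plus 3 SD of all compounds in the same screening run, cut at about 4.5% in these data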;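 also: 0% = IMP-1 with DMSO and 100% = DMSO wells lacking enzyme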
#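 Assay system: purified recombinant IMP-1 beta-lactamase. Input: IMP-1 0.2 nM before substrate addition. Buffer or medium: Zinc- and detergent-supplemented HEPES buffer, pH 7.1. Schedule: 25 °C, 15 min preincubation, 25 min reaction. Signal: Epi-absorbance fluorescence, 480 nm excitation, 530 nm emission. Evaluation: percent inhibition from optical density relative to buffer-blank wells.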
# IDE cell inh: inhibits human insulin-degrading enzyme in HEK cells; P14735; FAbetaB cleavage, fluorescence polarization; inhibition, % at 5.59 µM; 320,000 tested, 0.41% active; AID 434962;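 active = percent inhibition above the average of all tested compounds plus 3 SD, set per screening campaign, cut at about 16% in these data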;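 also: IDE supplied by intact live HEK cells; FP after avidin binding of uncleaved biotin substrate so inhibition keeps polarization high; 0% = DMSO wells and 100% = 60 µM reference IDE inhibitor Ii1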
# VIM-2 inhibitor: inhibitors of Pseudomonas aeruginosa VIM-2 metallo-beta-lactamase; purified VIM-2, nitrocefin hydrolysis, epi-absorbance fluorescence; inhibition, % at 5.6 µM; 290,000 tested, 0.89% active; AID 1527;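 active = inhibition above the mean of all tested compounds plus 3 SD, cutoff set per screening run, cut at about 7.5% in these data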;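 also: red hydrolysis product quenches plate fluorescence so inhibitors raise well fluorescence; 0% = enzyme with DMSO and 100% = DMSO without enzyme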
# * = called active by the depositor; x = not tested or not shown; & = joins results of further samples.
SMILES,NALP1 yeast inh,PHOSPHO1 inh,M18AAP inhibitor,p-CIP stab down,IDE cell activ,GPR7 antag,IMP-1 inh,IDE cell inh,VIM-2 inhibitor
COc1ccccc1CN1CC(C(=O)NCCCc2ccc(F)cc2)CCC1=O (configuration not stated),10.7,1.9,-10.7,6.5,-1.3,-7.2,-2.2,7.2,0.9
Cn1c(C(=O)N2COCC2(C)C)cc2c(=O)n3ccccc3nc21,14.8,42.0,3.3,-12.8,-0.8,13.7,-1.7,4.9,1.9
COCCn1c(=O)[nH]c2cc(C(=O)OC)ccc2c1=O,5.6,22.8,-2.0,0.7,3.8,-25.2,-3.8,1.9,-2.0
Cc1cccc2sc(NC(=O)C3=NN(c4ccccc4)C(=O)CC3)nc12,27.8,-11.7,-2.8,-16.8,-2.9,6.5,1.7,0.9,-0.2
N/C(=N\OC(=O)c1cc(-c2ccccc2)nc2ccccc12)c1ccncc1,7.3,14.7,-2.6,-13.4,3.8,6.7,-2.2,4.2,-3.1
Cc1ccc(CSc2ccc(C(=O)N3CCOCC3)cc2[N+](=O)[O-])cc1,1.9,3.3,-3.5,11.7,1.8,-9.0,-0.7,-2.9,-0.3
O=C1CCCc2nc(N3CCCCC3)sc21,-4.3,3.6,-5.3,-5.6,-0.2,-13.8,-3.2,-0.2,-2.0
N#C/C(=C/C=C/c1ccccc1)C(=O)Nc1ccccc1,-8.8,-17.1,-0.8,-2.5,-0.4,-5.2,-2.1,3.8,-1.8
COc1ccc(OCC(=O)N/N=C/C2CC=CCC2)cc1 (configuration not stated),-1.4,20.2,-0.7,3.7,8.3,-19.8,-2.4,5.1,-6.5
CCSc1nnc(NC(=O)Cc2ccc(OC)c(S(=O)(=O)N3CCOCC3)c2)s1,37.0,3.3,-0.2,-13.4,2.0,14.7,0.1,-3.6,-2.8
CCn1c(CC(=O)Nc2ccc(Cl)cc2)nnc1SCC(=O)N1CCOCC1,15.6,30.1,1.4,-12.2,6.6,-12.4,-1.7,-2.6,-1.8
Cc1ccc(C)c(C(=O)COc2ccc(C)nc2[N+](=O)[O-])c1,-8.8,13.0,14.2,-12.6,-2.1,12.3,-5.9,5.1,-4.5
Cc1nc(/C(=N/O)C(N)=O)cs1,19.3,16.2,47.6*,-6.1,0.3,-18.9,-2.0,-6.8,-1.4
CCCCC(=O)Nc1ccc(Cl)cn1,14.5,-39.0,1.8,-3.0,2.4,-3.4,-2.1,0.2,-0.6
CN(Cc1ccccc1)C(=O)COC(=O)c1ccc(Cl)cc1N,6.2,27.8,-17.0,-2.7,8.3,3.4,1.6,0.6,0.5
COc1ccc(Nc2nc(C(=O)N3CCc4ccccc4C3)cs2)cc1,5.1,-12.5,2.1,-1.3,0.0,-2.0,-3.7,6.9,-1.9
COc1ccc(-c2cc(=O)[nH]c(=S)[nH]2)cc1,-5.7,-116.4,14.1,-12.2,6.7,0.0,-3.3,5.9,-4.1
CCCn1c(=O)c(C(=O)c2ccccc2)nc2ccccc21,13.2,53.4,2.7,2.6,3.2,-13.9,-3.2,1.2,0.6
COc1ccc(N(CC(=O)Nc2ccccc2C(=O)N2CCCC2)S(C)(=O)=O)cc1,3.7,39.2,-2.2,-12.6,5.6,-17.6,-2.2,1.5,-1.5
Cc1ccc(-n2nc(N)c3c(=O)oc(N(C)C)nc32)cc1,-2.1,-24.1,-3.8,4.8,-2.6,-6.2,-1.6,3.5,-1.4
Cc1nc(SCCO)c2oc3ccccc3c2n1,0.3,19.4,-8.3,-0.2,-0.5,2.5,-2.4,-6.9,7.4
Cc1nnc(NC(=O)CSc2nnc(Cc3cccn3C)n2-c2cccc(C)c2C)s1,-66.3,-14.4,-9.7,-16.0,x,12.3,-4.7,-2.0,-1.4
Cc1nnc(SCC(=O)N2c3ccccc3CC2C)[nH]c1=O (configuration not stated),17.1,8.3,-15.7,-10.4,1.4,-5.7,-0.3,0.9,1.4
COC(=O)c1ccc(NC(=O)CN(C2CCCCC2)S(C)(=O)=O)cc1,11.9,14.6,3.4,-0.4,-2.3,8.9,-3.4,3.0,-1.8
Cc1ccc(SCCc2cc[n+](CC(=O)c3ccccc3)cc2)cc1,3.5,11.7,-6.2,-2.5,-3.4,-0.4,-2.3,-1.1,-3.4
O=C(Nc1ccc(Br)cc1)c1cccc(NC(=O)C2C3CC4OC(=O)C2C4C3)c1 (configuration not stated),5.3,4.6,1.4,-0.1,2.5,-0.3,-0.7,6.9,-0.5
C/C=C(\C)C(=O)OC1c2c(ccc3ccc(=O)oc23)OC(C)(C)C1OC(C)=O (configuration not stated),1.2,-6.8,-4.3,-5.5,3.4,-8.1,-1.9,-2.6,1.3
COc1ccc(C(CC(=O)O)n2cnnn2)cc1 (configuration not stated),1.4,-30.9,-1.4,7.5,9.0,-14.5,-1.2,-3.7,-1.4
Cc1nc(-c2ccccc2)sc1-c1nc(-c2cccs2)ncc1S(=O)(=O)c1ccccc1,-11.2,11.0,-4.8,-13.6,x,2.3,1.3,x,-3.0
c1ccc(Cn2nnc3c(NCC4CCCO4)nc(C4CC4)nc32)cc1 (configuration not stated),8.1,-11.8,3.0,15.1,-1.6,-19.7,-2.4,-8.7,-0.4
O=C(c1cc2nc(-c3ccccc3)cc(C(F)(F)F)n2n1)N1CCOCC1,21.6,-4.6,-3.7,4.7,-1.5,-4.1,-5.8,8.8,-1.2
Cc1cccc(OCC(=O)NCC(=O)N=Nc2c(O)[nH]c3ccc([N+](=O)[O-])cc23)c1,6.4,32.0,-1.9,0.4,2.4,-0.6,-1.2,-1.6,-2.4
COc1ccccc1CN(Cc1ccco1)S(=O)(=O)c1ccc(-n2cnnn2)c(OC)c1,-9.3,2.8,0.4,-1.8,0.2,-6.8,-1.1,-0.5,1.1
COc1ccccc1N(CC(=O)NCCc1ccccc1)C(=O)CCC(=O)Nc1nccs1,11.0,-32.3,2.8,-6.5,3.7,4.1,-1.8,4.1,-2.8
O=C1C2=C(c3ccccc31)[N+](=O)[C@@H]1CCCC[C@@H]1N2[O-],10.5,18.4,-0.6,1.2,7.6,-0.6,-1.6,4.7,0.9
COCCN(C(=O)Cc1cccs1)C(C(=O)NCc1ccc(OC)cc1)c1ccc(C(C)C)cc1 (configuration not stated),36.7,-14.0,-10.1,-22.6,3.8,-0.4,-2.0,-1.2,-1.2
COC(=O)/C=C1/S/C(=N/NC(=O)c2ccccc2C)NC1=O,-5.3,19.7,13.8,-5.7,-3.5,-11.0,-3.0,-5.0,-5.9
CC(C)CN1CC(C(=O)O)CC1=O (configuration not stated),-9.4,47.7,-2.5,-13.6,-1.7,0.0,-2.0,-0.2,-1.4
COc1ccc(CCN2C(=O)CC(Nc3ccc(N4CCOCC4)cc3)C2=O)cc1OC (configuration not stated),x,18.6,14.8,-10.6,6.5,-1.0,-6.5,-3.9,-3.0
Cc1ccc(NC(=O)CCc2ccc(C)o2)c(Br)c1,15.1,18.3,2.3,-3.9,0.1,3.5,-2.4,5.8,-0.1

# A run of entries of the results above:
SMILES,NALP1 yeast inh,PHOSPHO1 inh,M18AAP inhibitor,p-CIP stab down,IDE cell activ,GPR7 antag,IMP-1 inh,IDE cell inh,VIM-2 inhibitor
O=C(c1cc2nc(-c3ccccc3)cc(C(F)(F)F)n2n1)N1CCOCC1,21.6,-4.6,-3.7,4.7,-1.5,-4.1,-5.8,8.8,-1.2
Cc1cccc(OCC(=O)NCC(=O)N=Nc2c(O)[nH]c3ccc([N+](=O)[O-])cc23)c1,6.4,32.0,-1.9,0.4,2.4,-0.6,-1.2,-1.6,-2.4

# Further results.
SMILES,NALP1 yeast inh,PHOSPHO1 inh,M18AAP inhibitor,p-CIP stab down,IDE cell activ,GPR7 antag,IMP-1 inh,IDE cell inh,VIM-2 inhibitor
CC(C)(C)Nc1nc(Nc2ccc([N+](=O)[O-])cc2)nc(NC(C)(C)C)n1,4.1,-42.0,3.1,1.7,-1.3,-15.1,-0.5,-5.6,-1.3
COc1cc(C2OC(=O)c3ccccc3S2)cc(OC)c1OC (configuration not stated),12.6,30.5,-4.9,-7.4,3.3,-9.2,-2.7,-1.9,-0.9
O=C(COc1ccc(Cl)cc1)NC1=NN(c2ccccc2)C(=O)C1,6.9,4.4,-5.2,-8.1,3.4,-13.7,-1.4,-6.1,-2.7
N#Cc1ncc(-c2ccc3c(c2)OCCOCCOCCOCCOCCO3)nc1C#N,9.6,-9.8,7.9,-12.7,-2.0,-3.0,-3.4,6.0,-4.4
CCOc1ccccc1-c1nc(-c2ccc(NC(=O)c3ccc(Br)o3)cc2)no1,0.2,10.4,0.0,-14.0,x,-15.3,-4.2,3.1,-4.3
COc1cc(NC(=O)CN2CCN(S(=O)(=O)c3ccc(C(C)C)cc3)CC2)cc(OC)c1,2.6,-17.5,1.3,1.8,2.3,-4.6,-3.4,-1.9,-4.2
COc1cccc(CC2(CO)CCN(Cc3cn(C)nc3C)CC2)c1,15.7,35.3,-3.1,-12.1,2.7,-3.1,-3.7,-2.6,-3.8
Cc1ccc(NC(=S)NC(=O)C2CCC2)cc1C,5.4,41.4,2.8,-11.0,4.8,-1.0,-3.1,-1.5,-3.8
C/C(=N\NC(=O)c1cccnc1)c1ccc(C)c([N+](=O)[O-])c1,-0.5,49.4,6.0,9.5,-4.1,7.6,0.3,1.9,-1.5
COc1ccc(Cl)cc1NC(=O)C1CSC(c2ccncc2)=N1 (configuration not stated),10.1,-16.0,-2.6,-12.0,-8.9,-13.0,-1.9,1.9,1.9

# Record cards, from the list above. Order of values: NALP1 yeast inh, PHOSPHO1 inh, M18AAP inhibitor, p-CIP stab down, IDE cell activ, GPR7 antag, IMP-1 inh, IDE cell inh, VIM-2 inhibitor
# Listed for CC(C)(C)Nc1nc(Nc2ccc([N+](=O)[O-])cc2)nc(NC(C)(C)C)n1 → 4.1, -42.0, 3.1, 1.7, -1.3, -15.1, -0.5, -5.6, -1.3
# Listed for COc1cc(C2OC(=O)c3ccccc3S2)cc(OC)c1OC (configuration not stated) → 12.6, 30.5, -4.9, -7.4, 3.3, -9.2, -2.7, -1.9, -0.9
# Listed for Cc1ccc(NC(=S)NC(=O)C2CCC2)cc1C → 5.4, 41.4, 2.8, -11.0, 4.8, -1.0, -3.1, -1.5, -3.8

# More compounds
SMILES,NALP1 yeast inh,PHOSPHO1 inh,M18AAP inhibitor,p-CIP stab down,IDE cell activ,GPR7 antag,IMP-1 inh,IDE cell inh,VIM-2 inhibitor
CC(=O)Nc1ccc(C(=O)/C=C/c2ccco2)cc1,38.4,0.3,0.6,5.1,-5.2,-4.5,2.6,2.4,1.5
O=C(O)CN1C(=O)COc2cc(S(=O)(=O)N3CCCC3)ccc21,9.4,-8.8,-8.4,7.5,4.6,-8.4,-4.1,1.9,-0.3
CCC(C)NC(=O)C1CC(=O)N(CCc2ccc(F)cc2)C1 (configuration not stated),20.3,29.5,0.3,-6.3,6.3,22.3,-2.1,0.1,2.0
CC(=O)Nc1ccc(NC(=O)Cn2cc3c(n2)CCCC3)cc1,4.1,2.3,-1.8,-16.5,2.4,-12.1,-3.1,5.1,-1.1
NC1=NC(c2ccc(Br)cc2)n2c(nc3ccccc32)N1 (configuration not stated),x,43.8,3.4,-5.3,2.0&-1.1,-6.7,-2.8,5.6,-2.5
COc1ccc(C2CC(=O)Oc3c(C(CCN4CCCCC4)c4ccc(N(C)C)cc4)c(OC)cc(OC)c32)cc1 (configuration not stated),-26.3,-0.6,x,-1.6,-0.5,x,x,-1.9,x
COc1c(CC=C(C)C)cc(C2CC(=O)c3c(O)cc(O)cc3O2)cc1CC=C(C)C (configuration not stated),5.6,26.6,x,4.6,12.9,x,x,2.2,x

# Compound activity (PubChem BioAssay)
